Screening results deposited in PubChem BioAssay by several laboratories.
NCOA3 inh: inhibits human SRC3 coactivator. inhibition, % at 3.6 µM. AID 588352. HEK293 GAL4-SRC3 luciferase reporter, luminescence. 360,000 tested, 0.17% active. Q9Y6Q9;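 active = inhibition above a per-campaign cutoff, the mean of all compounds plus 3 SD, cut at about 60% in these data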;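 note: 0% = DMSO-treated cells and 100% = gossypol-treated cells at 36 µM; higher means less SRC3-driven luciferase light from the GAL4 reporter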
LRH-1 inv ag: suppresses constitutive activity of human LRH-1. AID 602396. HEK293T StAR-luciferase reporter, LRH-1 transfected, 24 h. inhibition, % at 3.6 µM. O00482. 360,000 tested, 0.13% active;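 active = inhibition above the mean inhibition of all tested compounds plus 3 SD, cut at about 73% in these data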;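 note: 0% = DMSO wells and 100% = reporter-only cells lacking LRH-1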
Target sequence (O00482 whole entry, looked up): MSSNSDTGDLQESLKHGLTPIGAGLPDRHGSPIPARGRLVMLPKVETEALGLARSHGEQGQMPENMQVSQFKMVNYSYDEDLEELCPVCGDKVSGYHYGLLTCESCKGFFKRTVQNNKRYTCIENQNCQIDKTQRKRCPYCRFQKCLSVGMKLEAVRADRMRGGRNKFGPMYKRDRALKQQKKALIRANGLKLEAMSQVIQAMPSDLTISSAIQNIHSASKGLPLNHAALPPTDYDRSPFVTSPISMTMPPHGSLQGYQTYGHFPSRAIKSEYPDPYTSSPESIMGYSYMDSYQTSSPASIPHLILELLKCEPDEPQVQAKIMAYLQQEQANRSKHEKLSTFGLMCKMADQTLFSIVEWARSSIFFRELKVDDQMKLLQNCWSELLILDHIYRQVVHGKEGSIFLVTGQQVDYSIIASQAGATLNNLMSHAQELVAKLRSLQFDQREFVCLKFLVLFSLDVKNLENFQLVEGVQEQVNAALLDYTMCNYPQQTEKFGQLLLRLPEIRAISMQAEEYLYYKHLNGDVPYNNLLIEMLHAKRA
NOD2-RIPK2 inh: blocks binding of human NOD2 to RIPK2 | inhibition, % at 4.98 µM | CHO BLA complementation NOD2-RIPK2, CCF4 ratio | 360,000 tested, 0.38% active | O43353; in the data active = inhibition above about 21%;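 note: 0% = vehicle only and 100% = reference blocker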
Target sequence (O43353 whole entry, looked up): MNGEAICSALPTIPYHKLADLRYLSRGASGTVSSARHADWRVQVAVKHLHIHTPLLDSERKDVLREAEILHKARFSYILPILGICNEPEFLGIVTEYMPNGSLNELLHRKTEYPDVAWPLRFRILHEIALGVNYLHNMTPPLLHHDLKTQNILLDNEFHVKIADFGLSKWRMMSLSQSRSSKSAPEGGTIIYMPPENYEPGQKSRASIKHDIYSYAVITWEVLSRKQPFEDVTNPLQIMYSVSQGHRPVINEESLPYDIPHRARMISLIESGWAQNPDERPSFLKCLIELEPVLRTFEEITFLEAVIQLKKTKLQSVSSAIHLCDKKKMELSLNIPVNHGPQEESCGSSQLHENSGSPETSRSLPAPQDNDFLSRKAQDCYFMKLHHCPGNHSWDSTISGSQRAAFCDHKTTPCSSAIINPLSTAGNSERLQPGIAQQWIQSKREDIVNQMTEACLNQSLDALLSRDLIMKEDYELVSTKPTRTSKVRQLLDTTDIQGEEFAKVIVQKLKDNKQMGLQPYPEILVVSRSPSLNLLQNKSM
NCOA2 inhibitor: inhibits human steroid receptor coactivator 2; HEK293 GAL4-SRC2 luciferase reporter, luminescence; inhibition, % at 9 µM; 370,000 tested, 0.17% active; AID 651957;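 active = inhibition above the mean inhibition of all tested compounds plus 3 SD, set per campaign, cut at about 52% in these data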;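 note: 0% = DMSO treated cells and 100% = cells given Gossypol at 36 µM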
TROY signal inh: TROY signaling inhibition | Q293 LMP1-TROYcd NF-kB luciferase reporter, 4 h | inhibition, % at 10 µM | 360,000 tested, 0.98% active | AID 1347056;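 active = compounds whose plate-normalised and pattern-corrected inhibition of the luciferase reporter signal at the single screening dose is 50% or more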
SRC1 inh: inhibits human SRC1 coactivator; HEK293 GAL4-SRC1 luciferase reporter, luminescence; inhibition, % at 3.6 µM; 360,000 tested, 0.12% active; AID 588354;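 active = inhibition above the campaign mean plus 3 SD, with each screening campaign given its own cutoff, cut at about 60% in these data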;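 note: 0% = DMSO treated cells and 100% = gossypol at 36 µM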
TWEAK-Fn14 inh: blocks TWEAK-Fn14 interaction in a reporter cell assay; TWEAK-stimulated Fn14 reporter cells, luciferase luminescence, 8 h; inhibition, % at 10 µM; AID 1159606; 360,000 tested, 2% active; in the data active = inhibition above about 50%
TLR9-MyD88 block: inhibitors of human TLR9-MyD88 binding; Q9NR96+Q99836; CHO BLA complementation TLR9-MyD88, CCF4 FRET ratio; inhibition, % at 4.98 µM; 340,000 tested, 0.21% active; AID 504734;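 active = inhibition above the mean over all tested compounds plus 3 SD, cut at about 21% in these data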;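 note: 0% = DMSO only wells and 100% = clavulanate BLA inhibitor control wells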
LMP1 NFkB inh: Epstein-Barr LMP1 NF-kappaB reporter inhibition; 350,000 tested, 0.69% active; LMP1-induced NF-kappaB luciferase reporter cells, luminescence; inhibition, % at 12.5 µM; AID 504558; in the data active = inhibition above about 41%;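 note: 0% = neutral control wells and 100% = reference inhibitor control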
NR2F2 inh: inhibitors of human COUP-TFII (NR2F2); inhibition, % at 8.6 µM; P24468; HEK293T NGFI-A luciferase reporter, luminescence; 370,000 tested, 0.7% active; AID 686940;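 active = inhibition above a per-plate cutoff, mean inhibition of test wells between control levels plus 3 SD, cut at about 38% in these data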;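 note: cells cotransfected with COUP-TFII expression vector driving the NGFI-A reporter; 0% = median of COUP-TF2 test wells and 100% = reporter-only cells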
TRAIL sens C8: caspase-8 TRAIL sensitization. 360,000 tested, 1% active. AID 624354. NB7+C8 cells + TRAIL, ATPlite viability luminescence. inhibition (viability loss, TRAIL sensitization), % at 10 µM;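 active = compounds causing at least 50% loss of cell viability in the single-dose screen, relative to plate controls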
Numbers without * were called inactive; nt = not tested or not shown.

SMILES | NCOA3 inh | LRH-1 inv ag | NOD2-RIPK2 inh | NCOA2 inhibitor | TROY signal inh | SRC1 inh | TWEAK-Fn14 inh | TLR9-MyD88 block | LMP1 NFkB inh | NR2F2 inh | TRAIL sens C8
O=C(CSc1nc2ccccc2o1)Nc1cc(C(F)(F)F)ccc1N1CCOCC1 | -13 | -20 | 2 | 7 | 0 | 3 | 1 | 1 | 3 | -8 | -4
CC(CCCCCCCCC(=O)O)N(CCO)C(=O)OC(C)(C)C (configuration not stated) | 17 | 12 | 3 | -10 | -2 | 6 | -4 | 3 | -2 | -15 | -11
c1cncc(-c2nc(NCc3ccco3)c3ccccc3n2)c1 | -7 | 39 | -15 | 8 | -11 | -2 | 5 | 5 | -13 | 10 | 10
Cc1ccc(NC(=O)COC(=O)C2CC2C)c(S(=O)(=O)N2CCCCC2)c1 (configuration not stated) | -33 | -4 | 0 | 5 | 14 | -14 | 13 | -10 | 2 | -2 | -2
CCNC(=O)Cn1cc(C#N)c2ccccc21 | 0 | -13 | -3 | -19 | 10 | -7 | 9 | 5 | -11 | 1 | -9
COc1ccc2nc(C)cc(Nc3ccc(N4CCOCC4)cc3)c2c1 | -1 | -10 | -14 | -98 | -34 | -26 | -20 | 1 | -4 | -1 | 9
COCC1CCN(C(=O)c2ccc3oc(Cc4ccc(Cl)cc4)nc3c2)C1 (configuration not stated) | 15 | 25 | 0 | -15 | -30 | -25 | -1 | 7 | -2 | -8 | 10
O=C(Nc1cc([N+](=O)[O-])c2[nH]c(=O)c3ccccc3c2c1)C(F)(F)F | -19 | -15 | -2 | 2 | -34 | -9 | -59 | 3 | -2 | 2 | -2
CCNC(=S)SCCOc1ccc(C)cc1 | 2 | -5 | 2 | -9 | -41 | -11 | -16 | -9 | 8 | 1 | 0
Cn1c(N)c(N2CCN(c3ccccc3)CC2)c(=O)[nH]c1=O | 6 | 5 | -1 | 2 | 8 | -3 | 5 | 8 | -3 | -3 | -10
COC(=O)[C@@H](Cc1c[nH]c2ccccc12)NC(=O)CCC(=O)c1ccc(F)cc1 | 3 | 15 | 8 | -4 | -9 | -14 | 17 | 1 | 0 | 5 | 1
COc1ccc(S(=O)(=O)N(C)C[C@H]2Oc3cc(Br)ccc3S(=O)(=O)N([C@H](C)CO)C[C@H]2C)cc1 | -12 | 3 | 0 | 3 | -2 | 5 | 4 | -7 | -6 | 2 | 7
COC(=O)c1c(NC(=O)c2ccc(C)c(S(=O)(=O)Nc3ccccc3C)c2)sc2c1CCCC2 | 0 | 0 | 2 | 3 | 9 | 6 | 5 | -7 | 5 | -1 | 6
O=C(CCNc1cc(Cl)cc(Cl)c1)c1ccco1 | -4 | -16 | 0 | -20 | -4 | 11 | 0 | 3 | 4 | -13 | -19
CCOC(=O)N/N=C1\CCS(=O)(=O)c2ccc(Cl)cc21 | 14 | -11 | -1 | -40 | 3 | 9 | -12 | 0 | 1 | -8 | 11
O=C(NCC1CCCO1)c1ccc(COc2ccccc2)o1 (configuration not stated) | 8 | 11 | -15 | -10 | 1 | 5 | -7 | 2 | 7 | 4 | 6
CN(C(=O)COC(=O)CSc1ccc(C(N)=O)cc1[N+](=O)[O-])C1CCS(=O)(=O)C1 (configuration not stated) | -15 | 21 | -6 | 10 | -15 | -4 | 9 | 10 | -1 | 10 | 1
O=C(CC1Sc2ccccc2NC1=O)c1ccc(Br)cc1 (configuration not stated) | -43 | -11 | 1 | -3 | -60 | -25 | -7 | -4 | -13 | -9 | 16
O=C(NC(Cc1ccc(F)cc1)C(=O)O)c1ccccc1 (configuration not stated) | 14 | 8 | 6 | -7 | -1 | 7 | -1 | 12 | -3 | 13 | -11
Cn1cc(C(=O)NC2CCCCC2)c(=O)c2cc(S(=O)(=O)N3CCCC3)ccc21 | -7 | -15 | -3 | 3 | -4 | -9 | -11 | 5 | 8 | 16 | -20

Three consecutive records from above, quoted:
SMILES | NCOA3 inh | LRH-1 inv ag | NOD2-RIPK2 inh | NCOA2 inhibitor | TROY signal inh | SRC1 inh | TWEAK-Fn14 inh | TLR9-MyD88 block | LMP1 NFkB inh | NR2F2 inh | TRAIL sens C8
O=C(CSc1nc2ccccc2o1)Nc1cc(C(F)(F)F)ccc1N1CCOCC1 | -13 | -20 | 2 | 7 | 0 | 3 | 1 | 1 | 3 | -8 | -4
CC(CCCCCCCCC(=O)O)N(CCO)C(=O)OC(C)(C)C (configuration not stated) | 17 | 12 | 3 | -10 | -2 | 6 | -4 | 3 | -2 | -15 | -11
c1cncc(-c2nc(NCc3ccco3)c3ccccc3n2)c1 | -7 | 39 | -15 | 8 | -11 | -2 | 5 | 5 | -13 | 10 | 10

Additional entries
SMILES | NCOA3 inh | LRH-1 inv ag | NOD2-RIPK2 inh | NCOA2 inhibitor | TROY signal inh | SRC1 inh | TWEAK-Fn14 inh | TLR9-MyD88 block | LMP1 NFkB inh | NR2F2 inh | TRAIL sens C8
CC1(C(=O)NCCC(F)(F)F)Cc2c(-c3cccc(C(F)(F)F)c3)ccnc2O1 (configuration not stated) | -3 | -12 | 6 | 16 | -6 | 12 | 4 | nt | nt | 6 | 14
COc1cccc(CC(=O)OC(C)C(=O)NCc2ccc3c(c2)OCO3)c1 (configuration not stated) | 14 | 8 | 1 | 2 | 0 | -21 | -1 | 8 | 4 | -1 | -20
O=C(N/N=C/c1ccc(F)cc1)c1cccc(NC(=O)c2ccccc2Cl)c1 | -15 | 7 | 3 | -23 | -20 | -22 | -28 | -11 | -22 | -32 | 4
Brc1ccccc1-n1nnc(-c2cnc3ccccc3c2)n1 | -97 | -186 | -3 | -54 | -30 | -124 | 36 | -3 | -44 | -40 | 27
O=C(NCCC(F)(F)F)C1Cc2c(-c3ccccc3Oc3ccccc3)ccnc2O1 (configuration not stated) | -8 | -2 | -3 | 16 | 7 | 0 | 4 | nt | nt | 1 | 3
Nn1c(SCC(=O)Nc2ccc(N3CCOCC3)cc2)nnc1-c1cccc(F)c1 | -34 | -18 | -1 | -19 | -18 | -35 | 1 | -12 | -9 | -20 | -3
O=C(CN(C(=O)CNC(=O)c1cccs1)c1cccc(F)c1)NC1CCCC1 | -18 | -12 | -12 | -4 | -4 | 14 | 3 | 1 | -3 | -12 | 1
O=C(Nc1ccccc1Cl)N1CCCN(c2nc(-c3ccccc3)ns2)CC1 | 20 | -16 | 1 | 24 | 13 | 16 | 12 | -5 | 11 | 9 | -5
COC(=O)CNC(=O)c1ccccc1 | -2 | 11 | -5 | -6 | 4 | 11 | 1 | 2 | 3 | 0 | -1
C[C@H]1CN=C2N(CCNC(=O)CCC3CCCCC3)[C@H](Cc3ccc(O)cc3)CN21 | 4 | 10 | -5 | -6 | 1 | -4 | 5 | -2 | 4 | 6 | -4
COCC1OC(OC(C)C(O)c2cnc3nc(N)[nH]c(=O)c3n2)C(O)C(OC)C1O (configuration not stated) | 2 | 3 | -15 | 0 | -1 | -6 | -4 | nt | nt | 0 | 3
CC1(C)Cc2c(sc(NC(=O)C(=O)N3CCOCC3)c2C(N)=O)CO1 | -1 | -2 | 2 | -14 | -17 | 9 | -14 | -4 | -5 | 21 | -3
COc1ccc(C(=O)NNC(=O)C2CCCO2)cc1 (configuration not stated) | 4 | -6 | -3 | -3 | 1 | -13 | 5 | -2 | -4 | -13 | 0
COc1ccc(CC(=O)NNC(=O)c2cc(C)[nH]n2)cc1 | 2 | -1 | -1 | 8 | -10 | 16 | 4 | 7 | -2 | -9 | 13
C[C@H](CO)N1C[C@H](C)[C@@H](CN(C)Cc2ccc(C(=O)O)cc2)Oc2ccc(NS(C)(=O)=O)cc2C1=O | -20 | 2 | -7 | -24 | 3 | -5 | 7 | -2 | 2 | 5 | -8
COc1ccccc1CNC(=O)C1CCN(S(=O)(=O)c2ccc3c(c2)NC(=O)CO3)CC1 | -12 | -9 | -9 | -6 | -15 | 12 | -6 | -8 | -6 | -5 | 3
CCOC(=O)c1cnn(CCOC(=O)c2ccc(F)cc2)c1NC(=O)c1ccc(F)cc1 | 21 | 1 | -7 | 5 | 7 | 18 | -15 | 2 | -3 | 1 | 5
Cc1ccc(Cl)cc1N1CCN(C(=O)Cc2c(C(=O)O)[nH]c3ccccc23)CC1 | 10 | -5 | -6 | 6 | 3 | -5 | 12 | 13 | -6 | 9 | 1
O=C1NC[C@H](CCCCN2C[C@H](Cc3ccccc3)N(CCc3ccc(O)cc3)C(=O)C2=O)N(CCC2CCCCC2)C1=O | nt | 11 | 4 | -6 | -1 | nt | -10 | nt | nt | -5 | -17
COc1ccccc1NC(=O)CSc1nnc(Cc2ccccc2)o1 | 9 | -12 | 0 | 11 | 4 | 0 | 2 | -7 | -5 | -11 | 2
O=C(O)/C=C/C(=O)N1CCN(c2ccccc2F)CC1 | 7 | 1 | 0 | 8 | 75* | -2 | 11 | -2 | 0 | 5 | 2
COc1ccc(C(C(=O)NCC2CCCO2)N(Cc2ccccc2)C(=O)c2snc(C(N)=O)c2N)cc1OC (configuration not stated) | 1 | 5 | -10 | -18 | 4 | 1 | 17 | 2 | 1 | -22 | -3
CCOC(=O)C1CCN(Cc2ccccc2C(F)(F)F)CC1 | 2 | -10 | -22 | 10 | 0 | -20 | -12 | -4 | 4 | 0 | 22
CC1(C)CC(=O)C2=C(C1)NC1=C(C(=O)c3ccccc31)C2c1ccc(O)cc1 (configuration not stated) | 10 | 5 | -2 | 6 | -9 | -4 | 12 | -4 | 0 | 1 | 10
COc1ccccc1NC(=S)NNC(=O)c1ccncc1 | 8 | -13 | -6 | -32 | -7 | -13 | -19 | -3 | -11 | -18 | -11
O=C1CSC(c2ccc(Cl)cc2)N1Nc1nc(N2CCOCC2)nc(N2CCOCC2)n1 (configuration not stated) | -16 | 7 | 4 | -25 | -12 | -16 | -8 | 2 | -3 | 13 | -3
COc1cccc(CNS(=O)(=O)c2c(C)nc3sccn3c2=O)c1 | -28 | 18 | 14 | 5 | 0 | 4 | -7 | -3 | -7 | 4 | 8
CC(CNc1ccc([N+](=O)[O-])cc1)NC(=O)c1ccccc1Br (configuration not stated) | 6 | 17 | -10 | 5 | 14 | 15 | 36 | -8 | -11 | 3 | -9
CC(=O)c1ccc(NC(=O)c2cc(C)nc3ccccc23)cc1 | -56 | -27 | 10 | -32 | -14 | -26 | -18 | -5 | -21 | -15 | -4
COC(=O)Cc1nc(Nc2ccccc2)sc1C | -12 | -8 | -7 | 12 | -4 | 15 | 2 | nt | nt | 3 | -11
Cc1cccc(CN2CCN(C3CN(Cc4ccccc4)S(=O)(=O)C3)CC2)c1 (configuration not stated) | 15 | -10 | -9 | 10 | -1 | -1 | -19 | nt | nt | 10 | -8
COc1ccc(Cl)cc1NC(=O)CCN1CCOCC1 | 14 | 1 | -14 | -24 | 11 | 16 | -18 | -1 | 3 | -16 | -2
CCOC(=O)c1ccc(N2C(=O)C3ON(c4ccccc4)C(c4ccco4)C3C2=O)cc1 (configuration not stated) | -24 | 12 | -8 | nt | -7 | -5 | 24 | -1 | -2 | nt | -1
Nc1nc(SCC(=O)Nc2ccccc2Sc2ccccc2)n[nH]1 | -33 | 2 | 6 | 12 | 24 | -2 | 13 | 7 | 5 | 13 | 14
CC(Sc1nnc(-c2cccnc2)n1-c1ccccc1)C(=O)NCc1ccc2c(c1)OCO2 (configuration not stated) | -24 | -37 | 8 | -22 | -29 | -35 | -27 | 0 | -11 | -30 | -9

Only part of the results is shown (hit frequency here may not be typical).
